Assay outcomes: PubChem, National Center for Advancing Translational Sciences (NCATS)
KDM5B inh – blocks human KDM5B histone demethylase activity; Q9UGL1; Potency, µM (top dose mostly 57.7 µM), inactives show top-dose activity change, negative = inhibition, most hits filed as inhibitors; KDM5B demethylase, FDH-coupled NADH fluorescence (FDH is formaldehyde dehydrogenase); 2.6% of 220,000 active; active means well fitted inhibition curve with a large enough effect; inconclusive means small, poorly fitted or top-dose-only effect; inactive means no such curve, though single readings can be large or run the other way; further: 0% is about no effect; nearly all actives have a fitted effect of over 70% in size
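qHTS format, multiple compound concentrations. Buffer 50 mM HEPES pH 7.5/0.01% Tween-20; 200 nM KDM5BΔAP final; 10 min compound preincubation; substrate-mix levels 12.5 µM peptide, 25 µM α-KG, 0.25 mM NAD⁺; 30 min RT; ΔRFU.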
The depositor's hits bear a star; i = inactive; ? = inconclusive; [ ] = another dose, or the depositor's remark. Potency means the concentration at half of the fitted maximal effect. Only part of the results is shown; rates above refer to the full screens.

entry	canonical_smiles	KDM5B inh
1	CN1CC(=O)N2CCN(S(=O)(=O)c3ccc(Cl)s3)CC2C1=O (stereo unspecified)	27%
2	CCC(C(=O)Nc1cc(Cl)c(OC)cc1OC)n1nc(-c2cc(C)ccc2C)ccc1=O (stereo unspecified)	-1%
3	COc1ccc(C(=O)CSc2nnc3n2CCCN3C(=O)Nc2ccccc2)cc1	22%
4	COc1ccc(C(=O)NCCc2noc(C3CC3)n2)cn1	2%
5	O=C(Nc1ccc2ccccc2c1)c1cccc([N+](=O)[O-])c1	33%[activator]
6	Cc1cccc(Oc2cnn(-c3ccc(C(F)(F)F)cn3)c(=O)c2Cl)c1C	6%
7	CS(=O)(=O)c1ccc2c(c1)nc1n2[C@@H](CNCc2ccncc2F)COC1	-14%[86.2 µM]
8	Cc1oc(-c2ccccc2)nc1Cn1c(SCc2cccc(C(F)(F)F)c2)nc2cccnc21	?
9	CC(C)(C)NS(=O)(=O)c1cccc(NC(=O)c2ccccc2)c1	27%
10	COC(=O)c1ccc2c(c1)nc1n2[C@@H](CNC(=O)NC2CCCCC2)COC1	-18%[86.2 µM]
11	CCOc1ccccc1NC(=O)c1ccc2c(c1)CCN2S(=O)(=O)c1ccc(C)cc1	4%
12	CCC1=C(C(=O)OC)C(c2ccc(C(C)C)cc2)N2C(CC(=O)N3CCOCC3)=CSC2=N1 (stereo unspecified)	-23%
13	Cc1ccc2nc(-c3ccncc3)cc(C(=O)NCc3cccnc3)c2c1	?
14	COCc1nc(-c2ccc(OC3CCN(Cc4ccc(C(F)(F)F)cc4)C3)cc2)no1 (stereo unspecified)	-20%
15	COc1ccc(CCC(C)NC(=O)CCc2ccccc2)c(OC)c1 (stereo unspecified)	2%

The last 2 records of the part before are carried over, then new ones follow:
entry	canonical_smiles	KDM5B inh
14	COCc1nc(-c2ccc(OC3CCN(Cc4ccc(C(F)(F)F)cc4)C3)cc2)no1 (stereo unspecified)	-20%
15	COc1ccc(CCC(C)NC(=O)CCc2ccccc2)c(OC)c1 (stereo unspecified)	2%
16	Cc1ccc(-c2ccc3nnc(CNC(=O)c4ccccn4)n3n2)cc1	32µM*
17	COc1ccc(S(=O)(=O)Nc2nc3ccccc3nc2Nc2ccc(Br)cc2)cc1	-10%
18	Cc1ccc(-c2cc(C(=O)N(Cc3ccco3)Cc3cccs3)no2)cc1	3%
19	CCC(C(=O)NCc1ccccc1)n1ncn2c(cc3occc32)c1=O (stereo unspecified)	-5%
20	Cc1cccc(NN)c1C	13%
21	CN(C)C(=O)c1ccc2c(c1)N(CC(=O)NCc1ccccc1Cl)C(=O)C1CCCCN21 (stereo unspecified)	-26%
22	O=C(Nc1nc2n(n1)C(c1ccccc1)C=C(c1ccc(Cl)cc1)N2)c1ccco1 (stereo unspecified)	?
23	O=C(Nc1ccccc1F)c1oc2ccccc2c1NC(=O)C12CC3CC(CC(C3)C1)C2	-12%
24	O=C(/C=C/c1ccccc1)c1cc2cc(Br)ccc2oc1=O	-13%
25	N#Cc1ccc(OCc2noc(-c3ccc(Cl)cc3)n2)c(Cl)c1	22%
26	COc1ccc(S(=O)(=O)N2C[C@@H](F)[C@@H](OCc3nc4ccccc4o3)C2)cc1	-19%[86.2 µM]
27	O=C(O)c1ccc(Nc2ccc(Cl)c(Cl)c2)c([N+](=O)[O-])c1	-13%
28	Cc1ccc(NS(=O)(=O)c2ccc(Cl)c(C(=O)O)c2)cc1Cl	21%
29	O=C1NCCCCCCN(Cc2ccncc2)[C@@H]2CN(C(=O)CCc3ccccc3)CC[C@@H]12	?
30	CCCN(C(=O)Nc1cn(CC(C)C)c(=O)c2ccccc12)c1ccc(F)cc1	?

Random excerpt: four compounds from above.
entry	canonical_smiles	KDM5B inh
15	COc1ccc(CCC(C)NC(=O)CCc2ccccc2)c(OC)c1 (stereo unspecified)	2%
28	Cc1ccc(NS(=O)(=O)c2ccc(Cl)c(C(=O)O)c2)cc1Cl	21%
6	Cc1cccc(Oc2cnn(-c3ccc(C(F)(F)F)cn3)c(=O)c2Cl)c1C	6%
20	Cc1cccc(NN)c1C	13%

Next part:
entry	canonical_smiles	KDM5B inh
31	CCCNC(=O)CSc1nnc(-c2cccnc2)o1	-3%
32	Cn1nccc1C(=O)N1CCCCCCNC(=O)[C@@H]2CCCC[C@@H]21	-17%
33	Clc1cccc(Cl)c1C=Nc1ccc(-c2ccc(N=Cc3c(Cl)cccc3Cl)cc2)cc1	?
34	Cc1ccc(C(=O)N/C(=C\c2ccco2)C(=O)NC2CCS(=O)(=O)C2)cc1 (stereo unspecified)	-12%
35	N#Cc1cc2c(=O)n3ccccc3nc2n(-c2nnc(SCc3ccc(F)cc3)s2)c1=O	?
36	CC(C)(C)c1ccc(C(=O)O)s1	7%
37	CC(C)N1C(=O)Cc2ccccc2C1C(=O)NCc1ccc(N(C)C)cc1 (stereo unspecified)	-12%
38	CCc1noc([C@@H]2CC(F)(F)CN2C(=O)c2ccco2)n1	15%
39	O=C(c1ccccc1OC1CN(Cc2ccc(F)c(F)c2)C1)N1CCOCC1	2%
40	COc1ccc(CN(Cc2cccc(C#N)c2)C2CC2)cc1	10%
41	Cc1ccc(NC(=O)c2nc(S(C)(=O)=O)ncc2N(Cc2ccco2)Cc2cccs2)cc1C	-25%
42	Cc1ccc(CN2C(=O)[C@@H]3C[C@@H](O)CN3C3(CN(Cc4ccc(F)cc4)C3)C2=O)o1	?
43	Cc1ccc(C(=O)N2CCCCCCNC(=O)[C@@H]3CCCC[C@@H]32)c(=O)[nH]1	?
44	O=C(COc1ccc(Br)cc1)NNC(=O)Cc1ccc(S(=O)(=O)N2CCOCC2)s1	13%
45	Cc1c(CC(=O)NCCCN2CCOCC2)c(=O)oc2cc(O)ccc12	i
46	CCOC(=O)Cn1c(CN2CCN(C(=O)OCC)CC2)nc2c1c(=O)n(C)c(=O)n2C	15%
47	CCc1ccc(/C=C/C(=O)O)cc1	-6%
48	COC(=O)c1ccc(COc2ccccc2/C=N/NC(N)=O)o1	2%
49	COc1ccccc1CNC(=O)C1CCN(c2cc(C(F)(F)F)nc(C)n2)CC1	-23%
50	CSc1nc2n(n1)C(C(=O)Nc1ccccc1C(F)(F)F)CC(=O)N2 (stereo unspecified)	11%
51	COc1cc(C(=O)OCc2ccc(Br)cc2)cc(OC)c1OC	15%
52	COc1cccc(NC(=O)C2(C)CCCCC(=O)N2)c1 (stereo unspecified)	-4%
53	O=[N+]([O-])c1cccc(/C=N/OCc2c(F)cccc2Cl)c1	-10%
54	CC(NC(=O)c1nccnc1N)c1ccco1 (stereo unspecified)	i
55	O=C(Nc1cccc(F)c1)c1ncoc1-c1cccc(Cl)c1	5%
56	Cc1sc2ncn(CC(=O)N3CCN(c4cccc(Cl)c4)CC3)c(=O)c2c1S(=O)(=O)N1CCC(C)CC1	4%
57	CN(C(=O)C1CC=CCC1)C1CCc2nn(C)c(=O)n2CC1 (stereo unspecified)	25%
58	O=C1CCN(S(=O)(=O)c2ccccc2)CCCN(C(=O)CN2C(=O)CCC2=O)CCN1	-5%
59	Cc1cccc(C(=O)Nc2nc(-c3ccc(Br)cc3)ns2)c1	6%
60	COc1ccc(NC(=O)N2CCC3(CC2)CC(OCC2CC2)CCO3)cc1 (stereo unspecified)	1%
61	Cc1ccc2c(c1)N(C(=O)N1CCC(C(=O)NC3CCCCCC3)CC1)CCO2	1%
62	CC(C)NC(=O)C[C@@H]1CCNC[C@@H]1Cc1cc(-c2ccc(C(C)(C)C)cc2)on1	-37%[86.2 µM]
63	Cc1cc(I)ccc1NC(=O)C1CC2CCC1C2 (stereo unspecified)	7%
64	CC(C)CNC(=O)N1CCOc2ccc(CN3CCOCC3)cc2C1	5%
65	O=C(CCCc1ccccc1)N1CCN(C2CCN(Cc3cccnc3)C2=O)CC1 (stereo unspecified)	-11%
66	O=C(NC1CCCCC1)c1cc(-c2ccc(Cl)cc2)on1	-14%
67	Cc1ccc(C(=O)NCC(O)c2ccc(F)cc2F)cn1 (stereo unspecified)	17%
68	Cc1ccsc1C(=O)C1CCCN(Cc2cc(F)ccc2-n2cccn2)C1 (stereo unspecified)	-5%
69	N#Cc1ccc(CN2C[C@@H]3OCC(=O)N(CC(N)=O)[C@@H]3C2)cc1	35µM*
70	CN1C(=O)Cc2ccccc2C1C(=O)NCc1ccc(F)cc1 (stereo unspecified)	-37%
71	CSc1ccccc1C(=O)Nc1ccc(C(C)(C)C)cc1	-19%
72	O=C(Nc1cccc(Cl)c1)c1cnc2c(c1)N(Cc1ccccc1)CCC2	35µM*
73	CNC(=O)C(C)(C)N1CCC[C@H]1C(=O)N1CCOCC1	-17%[115 µM]
74	COCCN1C(=O)[C@@H]2C[C@@H](CN2Cc2ccc3c(c2)OCO3)Oc2ccccc21	-30%[86.2 µM]
75	COCCOc1ccnc(-c2noc([C@@H]3CCCN3Cc3ccc(S(C)(=O)=O)cc3)n2)c1	-25%
76	Cc1cc(=O)c2c([nH]1)c(C)cc1[nH]c(C)c(C)c12	?
77	CCc1cccc(CC)c1NC(=O)CCS(=O)(=O)c1ccc2c(c1)CCN2C(C)=O	?
78	CCc1cn(C[C@H](NC2CCCCC2)C(=O)O)c(=O)[nH]c1=O	-27%[86.2 µM]
79	CC(C)CNC(=O)CCc1nc(C2CCCN2C(=O)NC(C)C)no1 (stereo unspecified)	-11%
80	Cc1noc(-c2cn(C3CCN(C(=O)c4cc(F)ccc4Cl)C3)nn2)n1 (stereo unspecified)	24%
81	Nc1ccc(-c2cc3ccccc3o2)cc1	?
82	CN(C)c1cccc(NC(=O)c2ccnc(-c3nnc4ccc(N5CCOCC5)nn34)c2)c1	6%
83	Cc1ccc(C)c(NC(=O)C2CCCN(S(=O)(=O)c3cn(C)cn3)C2)c1 (stereo unspecified)	-14%
84	COc1ccc(OC)c(-c2nc3cc4c(cc3cc2CN2CCOCC2)OCO4)c1	15%
85	CCN(CC)S(=O)(=O)c1cc(C(=O)Nc2c(C)cc(C)cc2Cl)ccc1C	-2%
86	O=C(CN1C(=O)C(c2ccccc2)=NC12CCCCCC2)NCC1CCCO1 (stereo unspecified)	-15%
87	CN1CCN([C@H]2CCN(C(=O)CCCc3cn[nH]c3)C[C@H]2CCC(=O)O)CC1	3%
88	OC[C@H]1CCN(Cc2ccc(-c3ccn[nH]3)o2)C[C@H]1O	-4%
89	O=C1CC(c2ccccc2)N(C(=O)CNC(=O)CN2C(=O)CCC2=O)CCCCCN1 (stereo unspecified)	1%
90	COc1ccc(CCNC(=S)NC(=O)c2c(-c3ccccc3Cl)noc2C)cc1OC	-6%

4 neighbouring records already listed, for reference:
entry	canonical_smiles	KDM5B inh
86	O=C(CN1C(=O)C(c2ccccc2)=NC12CCCCCC2)NCC1CCCO1 (stereo unspecified)	-15%
87	CN1CCN([C@H]2CCN(C(=O)CCCc3cn[nH]c3)C[C@H]2CCC(=O)O)CC1	3%
88	OC[C@H]1CCN(Cc2ccc(-c3ccn[nH]3)o2)C[C@H]1O	-4%
89	O=C1CC(c2ccccc2)N(C(=O)CNC(=O)CN2C(=O)CCC2=O)CCCCCN1 (stereo unspecified)	1%

(cont.)
entry	canonical_smiles	KDM5B inh
91	O=C1NC2(CCN(CC3CC3)CC2)COc2ccccc21	-17%[86.2 µM]
92	Fc1ccccc1CNc1ccccc1	-2%
93	O=S(=O)(Nc1nc2ccccc2nc1Nc1ccc(C(F)(F)F)cc1)c1ccccc1	?
94	COc1ccc(NC(=O)c2cc3c(OC)cc(OC)c(OC)c3[nH]2)cc1	?
95	Cc1ccccc1C1C(C#N)=C(N)N(N(C)C)C2=C1C(=O)CC(C)(C)C2 (stereo unspecified)	-21%
96	CN(C)c1nc(N2CCC(O)(c3cccnc3)CC2)ncc1F	?
97	O=C(NCc1cccs1)c1cc(-c2cccnc2)nc2ccc(Br)cc12	-16%
98	COCc1noc([C@@H]2CN(C(=O)CC(C)(C)C)C[C@H]2CO)n1	-2%
99	N#Cc1nc(-c2ccccc2)c(-c2ccc3c(c2)-c2cc(-c4nc(C#N)c(C#N)nc4-c4ccccc4)ccc2C3=O)nc1C#N	-9%
100	Cc1ccc(C(=O)Nc2ccc3oc(-c4ccccc4C)cc(=O)c3c2)cc1	13%
101	COc1cc(=O)n2c(c1C(=O)NCc1ccccc1Cl)CCCC2	?
102	Cc1ccc(F)cc1S(=O)(=O)N1C[C@@H](C)[C@@](C)(O)C1	7%
103	CCn1cc([N+](=O)[O-])c(C(=O)NCc2ccc3c(c2)OCO3)n1	22%
104	Cc1ccc(NC(=O)c2cc(S(=O)(=O)N3CCCC(C)C3)cn2C)c(Br)c1 (stereo unspecified)	?
105	CCN(CC)S(=O)(=O)c1ccc(-c2nc(C#N)c(NC3CC3)o2)cc1	?
106	Cc1cccc(CC(=O)N2CCCC(n3cc(-c4nc(-c5ccccc5)no4)nn3)C2)c1 (stereo unspecified)	12%
107	Cc1ccc2nc(C)c(C(=O)N3CCN(Cc4ccccc4C)CC3)cc2c1	-13%
108	CCC1C(=O)NCCN1Cc1cn(-c2cccc(F)c2)nc1-c1ccc(C)o1 (stereo unspecified)	?
109	CNC(=O)[C@@H]1CN(C(=O)c2cc(-c3cc(C)ccc3C)n[nH]2)C[C@H]1CO	-3%
110	CC1Oc2ccc(NC(=O)c3ccccc3Cl)cc2CN(Cc2ccc3c(c2)OCO3)C1=O (stereo unspecified)	?
111	CCCCCn1nc(C(=O)Nc2cc(OC)c(OC)c(OC)c2)c2ccccc2c1=O	-8%
